# Assay outcomes from PubChem.
# Growth percent in the NCI-60 one-dose screen (48 h, 10 µM unless noted): 100 = growth as untreated, 0 = no growth, -100 = all killed.
# ACHN: ACHN renal cancer; 81,000 tested, 4.9% active; AID 1794771
# SN12C: SN12C renal cancer cells; 81,000 tested, 3.8% active; AID 1794767
# CAKI-1: CAKI-1 renal cancer. 75,000 tested, 4.7% active
# RXF 393: RXF 393 renal cancer cells | 77,000 tested, 6.9% active | AID 1794773
# PC-3: PC-3 prostate cancer cells; AID 1794754; 80,000 tested, 3.9% active
# A498: A498 renal cancer cells; AID 1794774; 76,000 tested, 5.4% active
# TK-10: TK-10 renal cancer cells; 81,000 tested, 3.9% active; AID 1794769
# UO-31: UO-31 renal cancer | 81,000 tested, 5.2% active
# 786-0: 786-0 renal cancer cells; 81,000 tested, 5.1% active; AID 1794775
# The depositor's hits bear a star; · = no result given; & = joins results of further samples; [ ] = remark or other dose. Rule for the calls: active = growth percent below 10; inactive = the rest. Rows are unselected. About 11% of those tested had a hit in this group.
entry	molecule	ACHN	SN12C	CAKI-1	RXF 393	PC-3	A498	TK-10	UO-31	786-0
1	COC1OCC(OS(=O)(=O)c2ccc(C)cc2)C(OC(=O)c2ccccc2)C1OC(=O)c1ccccc1 (configuration not stated)	54	74	·	50	48	87	88	48	42
2	COC(=O)/C=C1\S/C(=N\Nc2ccc([N+](=O)[O-])cc2[N+](=O)[O-])N(c2ccccc2)C1=O	104	97	85	110	92	108	122	87	107
3	Nn1c(-c2ccccc2)nc2c(-c3ccc(Cl)cc3)nc3ccc(Cl)cc3c2c1=O	93	96	104	107	96	193	107	94	84
4	CCN(CC)CC(Cc1ccccc1)OC(=O)c1ccc([N+](=O)[O-])cc1 (configuration not stated)	108	97	94	121	99	86	115	93	106
5	CC(C)(C)c1ccc(C(=O)N2CCOC23CCCCC3)cc1	101	98	87	·	86	99	114	85	104
6	O=C(c1cc2ccccc2o1)c1ccc(Cl)cc1Cl	103	91	94	115	100	99	110	76	102
7	CC(C(N)=O)N1CCN(c2ccccc2Cl)CC1 (configuration not stated)	102	90	94	123	96	110	96	78	95
8	CC(=O)NC(C(C)=O)C(C)=O	111	108	89	109	104	97	114	93	95
9	CCOC(=O)CNC(=O)CN(CC(=O)OC)C(=O)[C@@]1(C)CCC[C@]2(C)[C@H]3C[C@H]4C(C(C)C)=C[C@]3(CC[C@H]21)[C@@H]1C(=O)CCC(=O)[C@@H]14	101	107	99	·	81	122	110	78	88
10	CC(C)(c1ccccc1)c1cc(O)c(C(C)(C)c2ccccc2)cc1O	44	22	32	63	17	8.7*	36	17	30
11	N#CC1=C(c2ccccc2)Nc2c(c(-c3ccc(Cl)cc3)nn2-c2ccccc2)C12C(=O)Nc1ccc(Cl)cc12 (configuration not stated)	81	85	45	50	51	69	74	48	79
12	FC(F)(F)c1cccc(Oc2ccc(Nc3ncnc4ccc(OCCCN5CCOCC5)cc34)cc2Cl)c1	24	40	36	·	49	63	46	22	45
13	CC(=O)c1c(F)ccc2ccccc12	103	112	127	113	100	120	100	93	96
14	Cc1ccc(C(SCCNCc2cc(N(C)C)ccn2)(c2ccccc2)c2ccccc2)cc1	3.8*	·	-10*	-47*	-43*	-44*	-4.3*	8.4*	-77*
15	Cc1ccc2c(c1)C(=O)/C(=C/c1cccc(OCC(=O)c3ccc(Cl)cc3)c1)CS2	100	88	89	4.5*	·	80	93	71	103
16	O=[N+]([O-])c1c(F)cc(F)cc1F	102	101	101	95	90	87	104	102	103
17	O=C(CCCCl)Nc1nc(-c2ccccc2)nc2c1sc(=S)n2-c1ccccc1	98	100	·	105	87	95	143	83	95
18	COc1cc(NS(=O)(=O)c2ccc(NC3=C(Cl)C(=O)c4nc(C)ccc4C3=O)cc2)ncn1	92	93	96	85	89	81	102	66	103
19	CC(CC=O)CC=O	106	100	96	74	100	95	106	97	96
20	O=C(OC[C@H]1O[C@H](OC(=O)c2cc(O)c(O)c(OC(=O)c3cc(O)c(O)c(O)c3)c2)[C@H](OC(=O)c2cc(O)c(O)c(OC(=O)c3cc(O)c(O)c(O)c3)c2)[C@@H](OC(=O)c2cc(O)c(O)c(OC(=O)c3cc(O)c(O)c(O)c3)c2)[C@@H]1OC(=O)c1cc(O)c(O)c(OC(=O)c2cc(O)c(O)c(O)c2)c1)c1cc(O)c(O)c(OC(=O)c2cc(O)c(O)c(O)c2)c1	25	32	20	-13*	38	36	43	22	19
21	Cc1ccc(Nc2n[nH]c(=S)s2)c(C)c1	103	103	96	98	98	·	98	89	100
22	Cc1ccc(/C=C2\CN(C(=O)OC(C)(C)C)C/C(=C\c3ccc(C)cc3)C2=O)cc1	20	61	61	99	30	68	87	67	57
23	C/C(=N/NC(N)=S)c1sc(Nc2cccc(O)c2)nc1C	96	88	79	78	90	102	119	79	103
24	c1ccc(C2CN3CCSC3=N2)cc1 (configuration not stated)	91&112&104&101	96&106&95&107	96&118&96&99	114&114&114&118	84&97&101&105	109&110&118&96	87&111&107&111	96&94&89&89	109&102&101&102
25	CCOc1ccc(Cn2c(-c3nonc3N)nc3ccccc32)cc1OCC	57	89	86	52	82	97	93	82	·
26	O=C(Nc1ccc(-n2ccc3c(NC(=O)c4ccccc4)nccc32)cc1)c1ccc(N2CCOCC2)c(C(F)(F)F)c1	32	42	26	-67*	36	69	28	0.8*	-26*
27	CN(C)c1ccc(-c2n[nH]c(Cn3nnnc3-c3ccccc3)n2)cc1	102	96	89	126	82	88	99	69	108
28	CCOc1cccc(Nc2nc(N)nc3[nH]c4ccc(O)cc4c23)c1	41	54	·	43	75	51	27	36	53
29	Cc1nn(-c2ccccc2)c(-n2ccnc2)c1/C=N/Nc1nc(-c2ccc(C#N)cc2)cs1	86	89	75	91	70	78	118	79	111
30	C/C(=N\O)C(=O)c1ccc(C)cc1	107	103	100	112	97	93	97	94	107
31	COc1c2c(c(OC)c3c1OC(=O)CC3c1coc3ccccc3c1=O)OCO2 (configuration not stated)	101	95	92	86	97	77	98	83	102
32	Cc1cc(C(C)(C)C)cc(C)c1Br	104	100	94	113	75	104	113	·	·
33	COc1ccc(NC(=O)c2ccc(Nc3ncnc4sc5c(c34)CCCC5)cc2)cc1	80	88	92	63	66	49	104	86	90
34	COc1ccc(C(=O)OCCN(C)C)cc1	97	100	95	101	93	77	98	96	108
35	Cc1cc2c(cc1C)[n+](Cc1ccc3ccccc3n1)cn2Cc1ccc2ccccc2n1	56	15	·	-6.4*	-7.2*	17	·	53	11
36	COc1nc(N2CCOCC2)nc2cc(NCc3ccccc3)ccc12	102	100	90	82	61	92	94	71	82
37	CNC[C@@H](O)c1ccc(O)c(O)c1	95&94	105&93	104&96	117&99	113&103	110&100	100	86&80	104&106
38	CCCCC1COc2cccc3c(SCC(=O)N(Cc4ccccc4)c4ccc(OC)cc4)cc[n+]1c23 (configuration not stated)	107	101	103	125	100	120	110	100	110
39	CCCCSc1nc(NCCc2c[nH]c3ccccc23)c(C#N)c(-c2ccc(OC)cc2)n1	67	·	54	-2.6*	23	103	102	59	55
40	COc1cc(OC)c(S(=O)(=O)NNC(=O)c2ccncc2)cc1C1=NN(C=O)C(c2ccc(Cl)cc2)C1 (configuration not stated)	101	99	99	118	97	·	102	85	107
41	CCN1CCN(c2oc(-c3ccc(Cl)cc3)nc2C#N)CC1	100	95	85	98	92	69	·	85	89
42	CCCCNS(=O)(=O)c1ccc(C)cc1	108	104	105	101	99	95	94	86	108
43	CCC(=O)NCCc1ccc(OC)c(OC)c1	95	100	104	94	108	88	·	99	97
44	CCC(C)[C@@H]1NC(=O)[C@@H]2CCCN2C(=O)[C@H](Cc2cc3ccccc3[nH]2)NC(=O)[C@@H]2CCCN2C(=O)[C@H](C(C)C)NC(=O)[C@H](Cc2ccccc2)NC(=O)[C@H](CO)NC1=O (some centres not stated)	97	100	98	94	99	105	114	74	99
45	COc1ccc(NCc2nnc(-c3ccc(Cl)cc3)o2)cc1	78	87	81	·	55	·	115	63	90
46	COC1=CC(c2ccc[nH]2)=N/C1=C\c1[nH]c(C)c(C(=O)CCC(=O)Oc2ccc3c(c2)CCC2C3CC[C@]3(C)C(=O)CC[C@@H]23)c1C (some centres not stated)	63	63	60	93	61	102	107	53	76
47	CCN(CC)CCCOc1ccc2ncnc(Nc3ccc(Oc4cccc(C(F)(F)F)c4)c(Cl)c3)c2c1	-13*	47	-24*	-65*	8.8*	21	26	0.3*	-84*
48	O=C(Nc1ccc(F)cc1)Nc1ccc(Cl)c([N+](=O)[O-])c1	4.8*	16	·	51	6.3*	26	17	8.4*	27
49	Cc1c(C(=O)NNC(=O)c2ccc(Br)cc2)sc2ncc(-c3ccc(Br)cc3)n12	101[7 µM]	104[7 µM]	95[7 µM]	105[7 µM]	101[7 µM]	97[7 µM]	129[7 µM]	97[7 µM]	100[7 µM]
50	Cc1c(Nc2ncccc2C(=O)O)cccc1C(F)(F)F	95	108	91	114	98	71	101	79	95
51	Cn1c(O)c(N=NC(=O)c2ccc(S(N)(=O)=O)cc2)c2ccccc21	107	105	96	104	102	88	106	90	96
52	O=C1C=CC(=O)N1Cc1cccnc1	105	96	95	114	95	94	113	91	107
53	COc1cc(/C=C/C(=O)c2ccc(Oc3ncnc4ccccc34)cc2)cc(OC)c1OC	·	68	·	84	76	104	100	52	82
54	O=C(O)CCc1cccc2ccccc12	104&106	103&98	94&100	101&95	104&93	107&97	88&96	72&78	95&102
55	COc1ccc(-c2nc3ccccn3c2/C=C2/C(=O)Nc3ccc(Cl)cc32)cc1	86	94	83	91	78	85	145	70	103
56	COc1ccc(-c2nn(-c3ccc(NC(=O)c4cc(Cl)cc(Cl)c4)cc3)cc2-c2ccncc2)cc1Cl	64	85	7.3*	-67*	48	51	·	25	3.7*
57	BrCCCOc1cccc(OCCCBr)c1	101	83	95	·	82	77	84	64	81
58	O=C(CBr)Nc1ccc(C(=O)O)c(O)c1	100	109	·	117	92	105	101	78	111
59	N#CCCN(Cc1cccnc1)CN1C(=O)c2ccccc2C1=O	108	107	92	100	100	·	97	92	122
60	Cn1cc(-c2[nH][nH]c(=O)c2-c2cn(C)c3ccccc23)c2ccccc21	97	99	72	124	84	·	117	68	103

# New compounds follow:
entry	molecule	ACHN	SN12C	CAKI-1	RXF 393	PC-3	A498	TK-10	UO-31	786-0
61	COc1ccc2c(c1)C(=O)c1c-2c(=O)n(CCCN(C)C)c2cc(OC)c(OC)cc12	32	53	11	89	72	85	102	65	72
62	CC(=O)OCC(=O)[C@@]1(O)CCC2C3CCC4=CC(=O)CC[C@]4(C)C3C(=O)C[C@@]21C (some centres not stated)	105	99	99	114	100	109	·	84	104
63	O=C(Nc1cc(C(F)(F)F)cc(C(F)(F)F)c1)Nc1ccc2oc(=O)ccc2c1	-3.5*	-7.2*	1.5*	40	4.0*	-2.0*	16	1.6*	11
64	CC1=CCC(OC(=O)C(C)(O)CCC(O)(C(=O)OC2(C(C)C)CCC3(C)C(C2)[O+]3c2ccc(C(C)C)cc2)C(C)C)(C(C)C)CC1 (configuration not stated)	106	100	98	116	101	·	106	94	106
65	COc1cc(C(=O)/C=C/c2c(-c3ccc(F)cc3)nc3ccccn23)cc(OC)c1OC	73	77	88	76	87	108	94	44	77
66	CC(O)CC(C)(C)N (configuration not stated)	109	101	110	100	98	90	110	80	115
67	CCOC(=O)N1C=Cc2ccccc2C1C#N (configuration not stated)	106	107	97	111	104	104	103	82	97
68	CCOC(=O)C1=C(C)NC(C)=C(C(=O)OC(C)(C)C)C1c1cccc(C#N)c1 (configuration not stated)	96	93	82	100	82	100	111	95	87
69	Cn1cc(-c2nc(-c3c[nH]c4ccncc34)cs2)c2ccccc21	25	78	20	71	62	85	88	58	77
70	O=C(CNc1nc(-c2ccccc2)cs1)Nc1cccc([N+](=O)[O-])c1	-100*	-78*	-89*	·	-19*	-88*	-92*	-96*	-85*
71	O=C(NCn1c(=O)[nH]c2ccccc2c1=O)NC1CCCCC1	109	108	96	110	93	113	96	90	96
72	Cc1ccc([N+]2=NOC(=O)C2S(=O)(=O)Nc2nc3cc(C)ccc3s2)cc1 (configuration not stated)	99	91	84	·	81	88	148	68	105
73	CCn1cc(C(=O)NNC(=S)Nc2ccc(C)cc2)c(=O)c2ccc(C)nc21	95	89	95	104	90	76	100	79	102
74	COc1ccc([C@H]2[C@H](C(=O)N(C)C)c3ccccc3C(=O)N2c2ccc(OC)cc2)cc1	106	108	98	105	·	·	98	80	97
75	COc1ccc(C(=O)N2CCN(C(=O)c3cc(OC)c(OC)c(OC)c3)CC2)cc1OCCCCOc1cc2c(cc1OC)C(=O)N1CCC[C@H]1C=N2	105	98	81	·	104	95	157	33	108
76	COc1ccc(/C=C/C(=O)c2ccc(NC(=O)CSc3nnc(-c4ccc(-c5nc6ccc(C)cc6[nH]5)cc4)o3)cc2)cc1	107	89	97	120	88	109	113	85	100
77	C[C@]12CC[C@@H]3c4ccc(O)cc4C[C@@H](O)[C@H]3[C@@H]1CC[C@@H]2O	105	100	88	110	90	80	111	86	105
78	CCOC(=O)Nc1cc(Cl)ccc1O	95	87	95	·	68	81	94	49	88
79	O=C1CCCc2cc(OCCCC(=O)NC3CCCCC3)ccc2N1	101	93	94	94	112	107	127	78	111
80	O=C(/C=C/c1ccccc1)C/C(=N/O)C(=O)NO	104	101	91	105	97	136	112	89	123
81	O=C1CC(c2ccccc2)Oc2ccc(Cl)cc21 (configuration not stated)	100	93	91	108	97	97	97	78	97
82	COc1ccc(C2NCCCC2c2ccccc2)cc1 (configuration not stated)	104	96	109	98	93	·	93	85	104
83	COc1cc2ncnc(Nc3ccc(O[C@H]4CO[C@H]5[C@@H]4OC[C@@H]5OCc4ccccc4)c(Cl)c3)c2cc1OC	36	44	34	51	60	13	66	36	71

# An excerpt from above in order of length of the SMILES, low to high:
entry	molecule	ACHN	SN12C	CAKI-1	RXF 393	PC-3	A498	TK-10	UO-31	786-0
78	CCOC(=O)Nc1cc(Cl)ccc1O	95	87	95	·	68	81	94	49	88
16	O=[N+]([O-])c1c(F)cc(F)cc1F	102	101	101	95	90	87	104	102	103
10	CC(C)(c1ccccc1)c1cc(O)c(C(C)(C)c2ccccc2)cc1O	44	22	32	63	17	8.7*	36	17	30
35	Cc1cc2c(cc1C)[n+](Cc1ccc3ccccc3n1)cn2Cc1ccc2ccccc2n1	56	15	·	-6.4*	-7.2*	17	·	53	11
64	CC1=CCC(OC(=O)C(C)(O)CCC(O)(C(=O)OC2(C(C)C)CCC3(C)C(C2)[O+]3c2ccc(C(C)C)cc2)C(C)C)(C(C)C)CC1 (configuration not stated)	106	100	98	116	101	·	106	94	106
46	COC1=CC(c2ccc[nH]2)=N/C1=C\c1[nH]c(C)c(C(=O)CCC(=O)Oc2ccc3c(c2)CCC2C3CC[C@]3(C)C(=O)CC[C@@H]23)c1C (some centres not stated)	63	63	60	93	61	102	107	53	76
